FXIa inh = inhibitors of human coagulation factor XIa | purified FXIa, Boc-Glu-Ala-Arg-AMC fluorogenic substrate | AID 798 | P03951 | 0.14% of 220,000 active | inhibition, % at 5 µM;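 active means inhibition of at least 40%; inactive means inhibition below 40%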;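 further: fluorescence of freed AMC excited at 355 nm; 0% = enzyme without compound and 100% = no enzyme blank; many of its hits are not listed in these tables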
PGE2 EP2 inh = EP2 receptor (human) inhibition; 0.52% of 260,000 active; P43116; inhibition, % at 25 µM; C6 glioma cells expressing human EP2, cAMP TR-FRET; cells stimulated with saturating PGE2;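 active means percent inhibition above 40 after rounding to a whole number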;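 further: rat C6 glioma host cells with rolipram phosphodiesterase inhibitor present; the protocol text gives 20 µM as final concentration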
Target sequence (P43116 whole entry, looked up): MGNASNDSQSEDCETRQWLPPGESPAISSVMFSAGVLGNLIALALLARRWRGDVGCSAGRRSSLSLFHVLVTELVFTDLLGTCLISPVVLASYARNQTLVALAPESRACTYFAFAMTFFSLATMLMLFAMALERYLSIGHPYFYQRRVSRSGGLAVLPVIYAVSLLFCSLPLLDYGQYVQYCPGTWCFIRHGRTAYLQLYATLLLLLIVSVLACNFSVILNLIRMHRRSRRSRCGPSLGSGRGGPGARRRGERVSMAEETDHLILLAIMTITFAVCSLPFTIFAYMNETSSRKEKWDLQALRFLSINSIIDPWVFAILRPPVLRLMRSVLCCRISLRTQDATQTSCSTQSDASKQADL
FXIIa inh = inhibitors of human coagulation factor XIIa. inhibition, % at 5 µM. 0.3% of 220,000 active. AID 800. P00748. purified FXIIa, Boc-QGR-AMC fluorogenic substrate, 2 h; in the data active means inhibition above about 40%;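 further: 0% = enzyme with no compound and 100% = blank without enzyme; many of its hits are not listed in these tables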
Target sequence (P00748 20-372 limits assumed): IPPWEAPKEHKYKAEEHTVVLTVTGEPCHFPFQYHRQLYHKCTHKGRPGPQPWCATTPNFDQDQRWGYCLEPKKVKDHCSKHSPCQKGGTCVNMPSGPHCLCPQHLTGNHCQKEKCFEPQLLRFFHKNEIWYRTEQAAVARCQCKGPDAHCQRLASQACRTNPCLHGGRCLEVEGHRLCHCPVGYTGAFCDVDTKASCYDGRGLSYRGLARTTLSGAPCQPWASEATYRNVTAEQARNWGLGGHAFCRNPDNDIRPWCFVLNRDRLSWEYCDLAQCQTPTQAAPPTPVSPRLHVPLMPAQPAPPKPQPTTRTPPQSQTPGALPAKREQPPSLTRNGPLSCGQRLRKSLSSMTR
Target sequence (P00748 373-615 limits assumed): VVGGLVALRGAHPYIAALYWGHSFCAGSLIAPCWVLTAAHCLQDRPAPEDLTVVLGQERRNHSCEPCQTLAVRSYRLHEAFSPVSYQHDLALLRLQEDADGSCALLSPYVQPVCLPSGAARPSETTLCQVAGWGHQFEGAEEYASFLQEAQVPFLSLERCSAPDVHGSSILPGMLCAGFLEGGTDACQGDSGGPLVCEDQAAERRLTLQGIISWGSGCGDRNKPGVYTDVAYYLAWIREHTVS
CHOP inh = inhibitors of CHOP induction in ER stress response. CHO-K1 CHOP-promoter luciferase, tunicamycin-induced, 15-18 h. inhibition, % at 10 µM. 3.8% of 220,000 active. AID 2732;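 active means compounds that reduced the stress-induced luciferase reporter signal by more than about 70% of percent inhibition, limit read from the data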;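 further: 0% = tunicamycin plus vehicle and 100% = wells without tunicamycin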
PPC-1+TRAIL kill = compounds killing PPC-1 cancer cells with TRAIL present (potentiator screen, no TRAIL-free arm). PPC-1 cells + TRAIL, ATPLite viability luminescence. cell killing (% activity), % at 4 µM. 0.41% of 220,000 active. AID 1443;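 active means cell killing above 50% in the first pass at 4 µM, then a duplicate retest at 5 µM averaging 50% or more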;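 further: plate controls were cells with TRAIL plus DMSO for no effect and medium-only wells lacking cells for full effect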
TNF death inh = TNF-alpha cell death inhibition in Jurkat FADD-/- cells; Jurkat FADD-/- TNF necroptosis rescue, ATP luminescence, 24 h; 0 = TNF only, 100 = no-TNF cells; activation (protection from cell death), % at 10 µM; 0.068% of 220,000 active; AID 463075;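 active means activation, meaning protection from cell death, of at least 50% relative to plate controls; inactive means activation below 50%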;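 further: necroptosis triggered by 40 ng/mL TNF-alpha added together with compound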
TbHK1 inh = blocks Trypanosoma brucei hexokinase 1 activity; AID 1430; recombinant TbHK1, G6PDH-coupled NADH A340; 0.11% of 220,000 active; inhibition, % at 10 µM;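 active means inhibition of 50% or more in the single-dose primary screen; inactive means inhibition below 50%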
Wee1 stabilizer = human Wee1 degradation inhibition, primary screen; HeLa Luc-Wee1K328M stability, luciferase luminescence; 100% = proteasome inhibitor MG132 effect; 1.2% of 220,000 active; P30291; reporter increase, % at 5 µM; AID 1321;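 active means activation above the mean of all tested compounds plus 3 SD, set per screening run, cut at about 8.8% in these data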;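 further: cells exposed to compound for 20 h before luminescence read; 0% = DMSO alone and 100% = MG132 at 30 µM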
zVAD death inh = blocks zVAD induced death of L929 cells; L929 zVAD necroptosis rescue, ATP luminescence, 24 h; with zVAD 60 µM; viability rescue, % at 10 µM; 0.38% of 220,000 active; AID 1377;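 active means activation, scaled between plate controls, above about 75%, limit read from the data; inactive means activation under that limit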;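 further: 0% = zVAD with DMSO and 100% = DMSO alone without zVAD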
Starred values were filed as active, the others as inactive; / = not tested or not shown; & = joins results of further samples. Only part of the results is shown. The share of hits here may be higher or lower than overall.

SMILES	FXIa inh	PGE2 EP2 inh	FXIIa inh	CHOP inh	PPC-1+TRAIL kill	TNF death inh	TbHK1 inh	Wee1 stabilizer	zVAD death inh
O=C(N/N=C/c1c(O)n(Cc2ccco2)c(=O)[nH]c1=O)c1ccccc1O	2	7	5	-31	-2	2.3	-26	3	0.2
COc1ccc(OC)c2c1CCC1NCCOC21 (stereo unspecified)	8	13	11	-5	15	1.0	-3	2	0.4
Cc1ccc(CN2CCCC(C(=O)c3sccc3C)C2)o1 (stereo unspecified)	-1	6	7	10	7	3.0	-10	2	-0.1
O=C(Nc1ccccc1)Oc1ccccc1	26	6	4	12	5	-0.1	7	-1	-0.9
CN1C(=O)/C(=C/C=C/c2ccco2)C(=O)NC1=S	0	7	2	3	0	-7.0	0	3	-0.5
CC12CCC3C(CC=C4CC(O)CCC43C)C1C/C(=C\c1ccccc1F)C2=O (stereo unspecified)	3	4	6	24	-4	-3.3	-10	-2	1.3
Cc1ccc(C(=O)n2cc(CCN3CCS(=O)(=O)CC3)c3ccccc32)cc1	2	4	8	18	-18	0.0	-3	-2	0.0
CCNc1nc(Cl)nc(NC(C)C)n1	-1	10&12	0	-3	-4	1.2	5	0	0.2
CCC(=NCc1cccnc1)c1c(O)n(-c2ccc(Cl)cc2)c(=O)[nH]c1=O	4	7	11	11	-28	-0.7	-5	0	0.6
Cc1cc(Cl)ccc1OCC(=O)N1CCN(C)CC1	-8	10	3	-9	-5	-2.3	-3	-6	-0.2
COc1ccc2nc3oc(C(=O)N4CCC5(CC4)OCCO5)cc3cc2c1	2	4	4	19	5	-1.6	-5	3	-0.1
COc1ccc(NC(c2ccccc2F)P(=O)(Oc2ccccc2)Oc2ccccc2)cc1 (stereo unspecified)	-4	7	9	12	10	1.8	-9	4	0.6
Cc1c(N=Nc2c(O)n(Cc3ccccc3)c(=O)[nH]c2=O)c(=O)n(-c2ccccc2)n1C	-1	12	2	59	9	-0.7	45	0	3.1
c1ccc(CNc2c3c(nc4ccccc24)CCC3)cc1	0	6	7	18	7	-1.9	-43	-1	-0.6
CCN(CC)P(=O)(NC(=O)c1cccn1C)N(CC)CC	-5	7	5	8	2	0.7	1	0	5.6
Cc1cccc(-n2c(C)nc3cc(C(=O)N4CCC5(CC4)OCCO5)ccc32)c1	5	2	-3	-2	15	-6.3	-2	0	0.3
CCN(CC)c1ccc(N=Cc2c(O)n(-c3ccc(OC)cc3)c(=O)[nH]c2=O)cc1	-3	12	7	-32	2	-2.1	-8	4	-0.7
CC1(C)CC(=O)c2cc(OCC(=O)N3CCN(Cc4ccccc4)CC3)ccc2O1	-3	2	0	20	-10	0.8	-15	1	0.6
CCOc1cc2[nH]c(=S)n(CCCC(=O)N3CCC4(CC3)OCCO4)c(=O)c2cc1OCC	8	7	16	4	3	-0.2	-11	-2	-0.3
CCOc1ccc(N=Cc2c(O)n(C(C)(C)C)c(=O)[nH]c2=O)cc1	0	8	7	99*	21	-8.9	-27	5	-0.2
COc1ccc2c(c1)c(C(=O)CN1CCN(C)CC1)c(C)n2Cc1ccccc1	-1	11	3	25	6	-0.2	-6	-1	-0.1
Cc1cc(Cl)ccc1OC(C)C(=O)O (stereo unspecified)	4	9	8	-1	-10	-0.3	-1	-2	0.1
c1ccc2c3c(ccc2c1)OCC1CONC31 (stereo unspecified)	3	3	13	6	3	0.5	7	-3	-0.5
CN1CCN(c2ccc([N+](=O)[O-])c(SCCO)c2)CC1	-1	8	11	16	/	2.3	-13	-3	3.5
Cc1cccc(N2C(=O)NC(=O)/C(=C\c3cnn(-c4ccccc4)c3)C2=O)c1	-4	39	11	-22	3	-4.3	-4	-4	0.6
N=Cc1c(O)n(-c2ccc(C34CC5CC(CC(C5)C3)C4)cc2)c(=O)[nH]c1=O	10	3	8	81*	32	1.6	-1	-1	1.0
O=c1[nH]c(N2CCN(Cc3ccc4c(c3)OCO4)CC2)nc2c1CCC2	7	12	-4	-1	4	-1.0	4	2	-0.3
CCCCCCn1c(=O)c(C(=O)Nc2cnccn2)c(O)c2ccccc21	8	6	18	96*	12	-5.6	-39	-2	6.1
C=C1C(O)(c2ccccc2)C2CC[N+]1(C)CC2 (stereo unspecified)	-1	4	9	-11	-4	-1.2	2	-3	-0.1
COC(=O)C1=CCCN(C)C1	-3	11&8&13	-1	-14&21	5	1.7	-4	-1	-0.7
O=C(Cn1cnc2ccccc2c1=O)NCCC(=O)N1CCC2(CC1)OCCO2	-1	7	-10	-15	5	-0.7	-2	-3	-0.1
COc1ccc(Cn2c(O)c(C=NCCN3CCOCC3)c(=O)[nH]c2=O)cc1	18	17	25	-17	4	-2.4	7	-2	0.2
c1ccc2c(c1)CC1CNCc3cccc(c31)S2 (stereo unspecified)	-4	5	-3	8	-6	5.0	9	-1	1.3
CCN1CCN(S(=O)(=O)c2cnc(Cl)c(Br)c2)CC1	-2	5	1	-9	18	14	1	7	-0.3
CCCOC(=O)c1c(N)n(Cc2cccs2)c2nc3ccccc3nc12	-8	4	0	57	13	1.4	-7	0	0.4
CCOP(=O)(OCC)C(NC(=O)c1ccccc1Cl)=C(Cl)Cl	-9	12	3	-6	22	-0.8	-1	-1	-0.5
CCCCn1c(=O)c(C(=O)Nc2ccccc2)c(O)c2ccccc21	1	1	5	35	/	0.4	-14	-1	2.6
O=C(CN1CCOCC1)Nc1ccc(Br)cc1C(=O)c1ccccc1	7	10	9	3	-4	-2.7	-1	2	-1.1
COc1ccc(CCn2c(O)c(C=NCCCO)c(=O)[nH]c2=O)cc1OC	3	14	1	12	15	0.1	6	1	0.0
CCN(CC)c1nc2c(C)cccn2c(=O)c1C=C1C(=O)NC(=O)NC1=O	-2	7	8	21	17	0.6	-12	1	1.6
CN1C2CCC1CC(OC(=O)c1ccc(Cl)cc1)C2 (stereo unspecified)	16	11	14	-3	16	2.1	5	2	0.8
CN1C(=O)N(C)C(=O)C2(Cc3ccccc3N3CCCC32)C1=O (stereo unspecified)	-2	13	0	-3	-22	3.0	-4	4	-0.3
CC(C)(C)C(=O)c1cn(CC(=O)NCc2ccco2)c2ccccc12	0	7	10	-3	9	-1.3	-4	-1	-0.7
CCOc1ccc(NC(=O)c2ccc(NC(=O)COC(=O)Cc3ccccc3)cc2)cc1	14	2	13	-8	14	0.2	2	2	0.1
CCOC(=O)c1c(N)n(Cc2ccc(OC)cc2)c2nc3ccccc3nc12	-9	21	0	5	2	-5.0	-7	0	-0.1
c1ccc(CCn2nnnc2CN2CCC(n3nnc4ccccc43)CC2)cc1	2	8	12	27	1	1.2	-2	-3	0.7
CCOC(=O)C1C2c3ccccc3O[C@@]1(C)N=C1SCC(=O)N12 (stereo partly specified)	-5	6	10	18	11	-0.6	1	-1	0.0
Cc1cc(C)nc(-n2c(C)nc3cc(Cl)ccc3c2=O)c1	-1	7	6	6	-7	0.8	-4	-1	2.2
CN(C)c1cccc2c(C#N)ccc(N(C)C)c12	5	8	8	0	14	0.1	-1	-1	-1.0
O=c1c2ccccc2nc(C[n+]2ccccc2)n1-c1cccc(C(F)(F)F)c1	-6	3	7	12	0	0.4	6	-4	5.2
Cc1c(Cl)cccc1NC(=S)N1CC2CC(C1)c1cccc(=O)n1C2 (stereo unspecified)	-3	6	6	31	24	1.4	-1	4	0.0
CCCC12CN3CC(CCC)(CN(C1)C3c1ccccn1)C2=O (stereo unspecified)	1	3	7	6	46	-1.3	-7	-1	0.1
CN1C(=O)C(=Cc2ccc(Sc3ccccc3)o2)C(=O)N(C)C1=O	2	17	15	14	7	-1.6	-1	-3	-0.6
O=Cc1cn(CCCOc2ccccc2)c2ccccc12	7	4	8	27	21	1.2	34	7	1.1
CN1CCN(c2ccc(C(N)=O)cc2[N+](=O)[O-])CC1	-7	13	1	-20	24	1.2	-4	-3	-0.4
CC1=C(C(=O)Nc2ccccc2)S(=O)(=O)CCO1	-2	5	9	-15	-2	11	3	1	4.9
CC(=NCc1cccnc1)c1c(O)n(-c2ccccc2)c(=O)[nH]c1=O	-5	0	-1	11	-35	-0.8	4	0	-0.2
CC(=NCc1ccc2c(c1)OCO2)c1c(O)n(-c2ccccc2)c(=O)[nH]c1=O	0	10	11	11	-1	0.2	6	-3	-0.4
Fc1ccc(Cn2nnnc2C(c2ccc(Cl)cc2)N2CC=C(c3ccc(F)cc3)CC2)cc1 (stereo unspecified)	9	5	10	4	7	2.8	26	-1	1.0
CC(C)N1C(=O)CC2(CC[N+](C)(CCOC(=O)C(O)(c3ccccc3)c3ccccc3)CC2)C1=O (stereo unspecified)	-9	17	6	19	10	-1.1	6	2	-0.2
Later entries
SMILES	FXIa inh	PGE2 EP2 inh	FXIIa inh	CHOP inh	PPC-1+TRAIL kill	TNF death inh	TbHK1 inh	Wee1 stabilizer	zVAD death inh
Cc1nn(Cc2ccccc2Cl)c(C)c1C(=O)OCC(=O)NC1CCS(=O)(=O)C1 (stereo unspecified)	-2	6	2	-5	15	1.1	-3	2	0.1
O=C(/C=C/C=C/c1ccccc1)CC1(O)C(=O)Nc2ccccc21 (stereo unspecified)	-1	21&6	5	-29	-7	0.3	-30	0	-0.7
Fc1ccc2c(c1)nnn2C1CCN(Cc2c(Cl)cccc2Cl)CC1	8	8	15	40	-24	-1.1	3	1	-0.6
COc1ccccc1N1CCNCC1	1	17&12&14	8	14&0	4	2.3	-5	/	0.4
CC(=NCc1cccnc1)c1c(O)n(C2CCCCC2)c(=O)[nH]c1=O	2	5	18	2	8	-0.4	-7	0	0.5
CC(C)(C)NC(=O)C1CC2CCCCC2CN1 (stereo unspecified)	0	5	14	-24	25	0.3	-2	2	3.3
O=C(C[N+]12CCC(CC1)C(CO)C2)c1ccc([N+](=O)[O-])cc1 (stereo unspecified)	-4	8	4	3	-11	-1.1	-1	14*	0.4
CCC(=NCC1CCCO1)c1c(O)n(-c2ccccc2)c(=O)[nH]c1=O (stereo unspecified)	18	9	18	4	0	2.0	9	2	0.5
CCC(=NCC1CCCO1)c1c(O)n(-c2ccc(OC)cc2)c(=O)[nH]c1=O (stereo unspecified)	1	8	3	6	1	1.2	-7	0	0.1
CCOC(=O)c1c(-n2c(C)cc(C=C3C(=O)NC(=S)NC3=O)c2C)sc2c1CCCC2	-7	10	5	107*	13	-12	5	-2	0.1
COc1ccc(C2C(C(=O)N3CCC4(CC3)OCCO4)CC(=O)N2c2ccc(OC)cc2)cc1 (stereo unspecified)	4	7	13	-26	3	1.5	-2	0	-0.3
CCOP(=S)(OCC)SCC(=O)NC(C(=O)O)C(C)C (stereo unspecified)	-5	3	14	11	16	0.1	-5	2	0.3
O=C(c1c[nH]c2ccc(S(=O)(=O)N3CCC4(CC3)OCCO4)cc2c1=O)N1CCC2(CC1)OCCO2	1	1	0	15	-5	-0.2	-13	-5	3.0

Record cards, from the list above. Values in the order: FXIa inh | PGE2 EP2 inh | FXIIa inh | CHOP inh | PPC-1+TRAIL kill | TNF death inh | TbHK1 inh | Wee1 stabilizer | zVAD death inh
`CCN(CC)P(=O)(NC(=O)c1cccn1C)N(CC)CC` in the list: -5 | 7 | 5 | 8 | 2 | 0.7 | 1 | 0 | 5.6
`CCOc1ccc(N=Cc2c(O)n(C(C)(C)C)c(=O)[nH]c2=O)cc1` in the list: 0 | 8 | 7 | 99* | 21 | -8.9 | -27 | 5 | -0.2
`CCOC(=O)c1c(N)n(Cc2ccc(OC)cc2)c2nc3ccccc3nc12` in the list: -9 | 21 | 0 | 5 | 2 | -5.0 | -7 | 0 | -0.1

Bioassay records from PubChem.
